# Compound activity from PubChem.
# NPC1 promoter act = qHTS Assay for NPC1 Promoter Activators | Huh7 NPC1 promoter luciferase reporter, 24 h | Potency, µM (series often up to 9.22 µM), for the others: at the highest dose activation, most hits filed as activators | 2.4% of 320,000 active;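 note: potency is the fitted concentration of half-maximal effect; % of control where 0% means no effect; nearly all actives have a fitted effect of over 60% in size; reporter is driven by a mutant NPC1 promoter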
#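 Compounds in DMSO were transferred onto Huh7 NPC1-luciferase reporter cells pre-incubated 2 h; after 24 h at 37 °C, Amplite reagent was dispensed and luminescence recorded 10 min later.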
# BRCA1 expr up = qHTS Assay to Identify Small Molecule Activators of BRCA1 Expression; MCF7-BRCA1-FFLuc reporter, luminescence, 48 h; response scale: scaled: vehicle 0%, 10 µM genistein 100%; Potency, µM (series often up to 46.1 µM), inactives show top-dose activation, hits mostly activators; 1.1% of 380,000 active; note: potency is the fitted concentration of half-maximal effect; nearly all actives have a fitted effect of over 80% in size; some results filed as inactive show a strong effect at the top dose
#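 MCF7-BRCA1-FFLuc cells, 2000/well in phenol-red-free MEM, attached 2 h then treated 48 h at 37 C. Luciferase luminescence read 15 min after reagent; normalized to genistein maximum activation (10microM) and DMSO, concentration-response fitted.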
# ELG1 genotox = qHTS screen for small molecules that induce genotoxicity in human embryonic kidney (HEK293T) cells expressing luciferase-tagged ELG1. HEK293T ELG1-luciferase reporter, luminescence, 16 h. 1.3% of 330,000 active. Potency, µM (top dose mostly 46 µM), for the others: top-dose activity change, positive = activation, most hits filed as activators; note: potency is the fitted concentration of half-maximal effect; % of control where 0% means no effect; nearly all actives have a fitted effect of over 60% in size
#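 DMSO vehicle served as control against compound-treated ELG1-luciferase HEK293T cells; exposure lasted 16 hr at 37 °C and 5% CO2, followed by ONE-Glo luminescence detection after 30 min.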
# p53 reactivation = qHTS assay for re-activators of p53 using a Luc reporter; H1299 p53-A138V BP100-luciferase reporter, luminescence, 24 h; Potency, µM (titrated, usually from 92.2 µM), for inactives: at the top dose activity change, positive = activation, hits mostly activators; 0.063% of 320,000 active; note: potency is the fitted concentration of half-maximal effect; % of control where 0% means no effect; nearly all actives have a fitted effect of over 45% in size
#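 H1299 (p53-null), stable ts p53-A138V + BP100-Luc; 1000 cells/well, Opti-MEM/10% FBS; cpd 4 pt, 1:5; 24 h, 37 deg C, 5% CO2; detection reagent 10 min RT; luminescence.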
# RORg inh = qHTS for inhibitors of ROR gamma transcriptional activity. Nuclear receptor ROR-gamma (Mus musculus), P51450. Drosophila S2 Gal4-RORgamma UAS-luciferase reporter, 20 h. Potency, µM (series often up to 53.6 µM), for inactives: at the highest dose activity change, negative = inhibition, actives largely listed as inhibitors. 5.4% of 310,000 active. AID 2551, 2010; note: potency is the fitted concentration of half-maximal effect; % is set by controls: 0 for no effect and ±100 for the full control effect; nearly all actives have a fitted effect of over 60% in size
# Target sequence (P51450 whole entry, looked up, the tested form may be a part): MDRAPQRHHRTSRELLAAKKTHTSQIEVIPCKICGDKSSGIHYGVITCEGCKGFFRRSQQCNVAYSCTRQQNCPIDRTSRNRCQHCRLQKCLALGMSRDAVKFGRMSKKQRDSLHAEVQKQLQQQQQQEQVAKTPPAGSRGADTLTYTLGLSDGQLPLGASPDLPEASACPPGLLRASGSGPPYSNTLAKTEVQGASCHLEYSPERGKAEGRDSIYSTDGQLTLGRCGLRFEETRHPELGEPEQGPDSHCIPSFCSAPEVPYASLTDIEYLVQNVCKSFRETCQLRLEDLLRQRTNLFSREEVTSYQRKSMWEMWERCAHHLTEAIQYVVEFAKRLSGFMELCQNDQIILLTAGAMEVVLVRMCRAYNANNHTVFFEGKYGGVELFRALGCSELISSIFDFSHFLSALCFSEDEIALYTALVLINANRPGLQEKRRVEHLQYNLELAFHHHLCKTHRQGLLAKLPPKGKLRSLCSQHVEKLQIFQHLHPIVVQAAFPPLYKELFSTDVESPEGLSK
#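 ROR gamma transcriptional activity was tracked as Gal4-UAS luciferase output in stably transfected Drosophila Schneider cells, with compound added 1 hr before 700 uM copper sulfate induction and a 20 hr ambient-temperature incubation.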
# ELG1 repair inh = qHTS screen for small molecules that inhibit ELG1-dependent DNA repair in human embryonic kidney (HEK293T) cells expressing luciferase-tagged ELG1; HEK293T ELG1-luciferase reporter, luminescence, 16 h; DNA damage induced by 5-fluorouridine; Potency, µM (titrated, usually from 46.1 µM), inactives show at the top dose activity change, negative = inhibition, hits mostly inhibitors; 2.3% of 330,000 active; AID 504467, 2011; note: potency is the fitted concentration of half-maximal effect; % is set by controls: 0 for no effect and ±100 for the full control effect; nearly all actives have a fitted effect of over 55% in size
#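 Cells (2,000 per well) received 5-fluorouridine plus test compound or DMSO and were incubated 16 hr at 37 °C, 5% CO2. Luciferase activity was read by luminescence 30 min after ONE-Glo addition; signal suppression marked inhibition of damage-induced ELG1 function.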
# FLuc modulator = qHTS profiling assay for firefly luciferase inhibitor/activator using purifed enzyme and Km concentrations of substrates (counterscreen for miR-21 project) | Luciferin 4-monooxygenase (Photinus pyralis), P08659 | purified FLuc, Km substrates, luminescence inhibition | Potency, µM (series often up to 57.5 µM), for the others: top-dose activity change, negative = inhibition, usual class: inhibitors | 6.9% of 360,000 active;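 note: potency is the fitted concentration of half-maximal effect; plate controls were vehicle for no effect and reference inhibitor for full effect; nearly all actives have a fitted effect of over 55% in size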
# Target sequence (P08659 whole entry, looked up): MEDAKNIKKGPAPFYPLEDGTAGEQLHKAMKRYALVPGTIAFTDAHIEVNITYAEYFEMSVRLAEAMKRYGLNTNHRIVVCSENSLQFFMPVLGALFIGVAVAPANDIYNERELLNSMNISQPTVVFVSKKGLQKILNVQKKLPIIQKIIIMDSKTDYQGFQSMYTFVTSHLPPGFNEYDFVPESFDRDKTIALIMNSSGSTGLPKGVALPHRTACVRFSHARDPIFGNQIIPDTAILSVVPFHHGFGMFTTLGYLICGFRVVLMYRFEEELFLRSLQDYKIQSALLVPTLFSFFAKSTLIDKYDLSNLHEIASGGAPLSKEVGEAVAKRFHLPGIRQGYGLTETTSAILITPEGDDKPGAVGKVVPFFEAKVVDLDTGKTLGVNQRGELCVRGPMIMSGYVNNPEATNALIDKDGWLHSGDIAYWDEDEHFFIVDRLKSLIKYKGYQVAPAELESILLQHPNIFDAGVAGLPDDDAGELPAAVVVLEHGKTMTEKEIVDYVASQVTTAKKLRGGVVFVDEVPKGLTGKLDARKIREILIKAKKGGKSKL
#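 Biochemical qHTS of compounds, final roughly 60 µM downward over six points, against 10 nM purified firefly luciferase using Km concentrations of substrates (10 uM D-luciferin, 10 uM ATP) in Tris acetate pH 7.5 buffer; luminescence output.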
# Tb PFK block = qHTS Assay to Find Inhibitors of T. brucei phosphofructokinase | ATP-dependent 6-phosphofructokinase (Trypanosoma brucei brucei), O15648 | T. brucei PFK, ADP-Glo luminescence | Potency, µM (series often up to 57.5 µM), for inactives: at the highest dose activity, negative = inhibition, actives largely listed as inhibitors | 0.17% of 330,000 active | AID 485367, 2010;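 note: potency is the fitted concentration of half-maximal effect; 0% = uninhibited 1x PFK enzyme wells and -100% = no-enzyme wells; nearly all actives have a fitted effect of over 60% in size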
#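 PFK 1.25 nM, F6P 0.5 mM, ATP 0.1 mM, 0.1 M TEA pH 8.0, 5 mM MgCl2, 0.01% Tween20, 0.1% BSA; 45 min RT. ADP-Glo readout. qHTS titration up to 57 uM; curves fitted, compounds curve-classed.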
# TRPV1 agonist = HTS Assay for Compounds that Act as Agonists of the Vanilloid Receptor 1; TRPV1-expressing cells, Fluo-8 calcium influx, agonist mode; activation, % at 8.33 µM; 0.19% of 320,000 active; AID 540275, 2011; in the data active = activation above about 80%; inconclusive = between about 30% and that limit; note: 0% is about no effect
#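 TRPV1-expressing cells were cultured overnight at 35.5C and loaded with Fluo-8 calcium dye for 40 to 90 min at room temperature. After a 10 s baseline, compound was added and calcium influx was read kinetically for 3 min (ex 480/em 520 nm).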
# VP16 counter = VP16 counterscreen qHTS for inhibitors of ROR gamma transcriptional activity | Drosophila S2 Gal4-VP16 UAS-luciferase, luminescence, 20 h | Potency, µM (doses to about 53.6 µM), without a hit: top-dose activity, negative = inhibition, actives largely listed as inhibitors | 3.5% of 310,000 active;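 note: Gal4-VP16 expression switched on by copper sulfate through the metallothionein promoter; potency is the fitted concentration of half-maximal effect; % is set by controls: 0 for no effect and ±100 for the full control effect; nearly all actives have a fitted effect of over 50% in size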
# Rab9 prom act = qHTS Assay for Rab9 Promoter Activators | Huh7 Rab9 promoter-luciferase reporter, luminescence, 24 h | Potency, µM (titrated, usually from 9.22 µM), for the others: at the highest dose activation, negative = inhibition, hits mostly activators | 2.8% of 320,000 active; note: potency is the fitted concentration of half-maximal effect; % of control where 0% means no effect; nearly all actives have a fitted effect of over 60% in size
#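 Luciferase signal after 10 min detection reagent at ambient indicates Rab9 promoter upregulation; stably transfected Huh7 cells were treated 24 h with compound in DMSO at 37 °C, 5% CO2.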
# * = called active by the depositor; ? = inconclusive; · = no result given; & = joins results of further samples; [ ] = remark or other dose. Unless noted, calls come from the whole dose curve; as a rule, active = well fitted curve in the direction sought with a large enough effect; inconclusive = small, poorly fitted or top-dose-only effect, or another doubt; inactive = no such curve, though single readings can be large; an effect the other way counts as inactive or inconclusive.
SMILES,NPC1 promoter act,BRCA1 expr up,ELG1 genotox,p53 reactivation,RORg inh,ELG1 repair inh,FLuc modulator,Tb PFK block,TRPV1 agonist,VP16 counter,Rab9 prom act
N=c1c2c(-c3ccccc3)c(-c3ccccc3)oc2ncn1Cc1ccco1,-1%,-43%,-1%,-2%,23%,?,2%,0%,?,-6%,0%
N#Cc1c(-n2cccc2/C=N/O)sc2c1CCCC2,0%,-26%,-2%,-13%,-8%,-1%,6%,-1%,10,0%,-9%
O=C(CSc1ncccc1-c1nc2ccccc2[nH]1)NC1CC1,0%,-17%,3%,7%,24%[10 µM],27%,?,0%,-2,-1%,-11%
Cc1cc(O)c(NC(=O)c2cccc([N+](=O)[O-])c2)cc1C,23%,0%,?,6%,?,?,-15%,-6%,12,-14%,18%
O=c1[nH]c(C2CCN(S(=O)(=O)c3ccc4c(c3)OCCO4)CC2)nc2c1nnn2Cc1ccc(F)cc1,-3%,-35%,-6%,0%,6%,?,3%,-4%,-3,-5%,-3%
COCCCNC(=O)CN1C(=O)c2ccccc2C1=O,0%,15%,0%,0%,-8%,-9%,0%,-3%,0,-1%,-6%
CCOC(=O)CNC(=O)c1ccc(C#CC2(O)CCCCC2)cc1,6%,-17%,7%,19%,?,?,?,4%,2,16%,9%
COc1cccc(Oc2c(C)oc3c(CN4CCCCC4)c(O)ccc3c2=O)c1,0%,2%,-1%,-2%,10%,15%,0%,0%,-2,-3%,-1%
CC(C(=O)N1CCCCC1)n1sc2ccccc2c1=O (stereo not given),?,?,?,11µM*,-24%,?,24µM*,-2%,2,8%,?
CSCC(=O)NCC1(N(C)Cc2ccccc2)Cc2ccccc2C1,1%,-7%,0%,4%,-32%,-10%,4%,2%,12,0%,0%
CCCCNC(=S)NNc1c(Cl)cc(Cl)cc1Cl,-9%,28%,2%,-3%,2.5µM*,4%,1%,-1%,0,5µM*,-3%
Cc1ccsc1C(=O)Nc1nccs1,?,?,25%,12%,11µM*,?,?,-3%,-2,?,?
CC(C)CCN1CCC(C)(NC(=O)c2ccccc2)C1=O (stereo not given),5%,8%,1%,-5%,·,19%,1%,7%,-4,·,-6%
CCCCNc1nc2c(c(=O)n(Cc3ccccc3)c(=O)n2C)n1C,1%,-21%&4%,-5%,-4%,-1%,?,1%&2%,0%,8,-9%,6%
O=C(NCc1c(Cl)cccc1Cl)c1ccc2nnsc2c1,1%,-5%,-4%,-4%,14%,?,-2%,-3%,?,7%,-6%
COc1ccc(-c2[nH]c3ccccc3c2SCCN)cc1,-3%,-1%,-2%,-2%,12%,?,-13%,0%,14,19%,-4%
CC1CCN(C(C(=O)Nc2ccc(C(C)C)cc2)c2ccc3c(c2)OCO3)CC1 (stereo not given),1%,-34%,-7%,6%,1%,-2%,-4%,3%,·,0%,2%
Cc1ccc(S(=O)(=O)N2CCOCC2)cc1C(=O)OCC(=O)NCCc1ccccc1,·,3%,-1%,0%,·,-4%,·,3%,·,·,·
Cc1cnc(C(=O)OCC(=O)NC2CCCCC2)cn1,-7%,0%,0%,0%,0%,-3%,3%,-5%,-3,-6%,-3%
CCOc1cc(S(=O)(=O)Nc2ccccn2)ccc1F,3%,0%,0%,6%,-15%,8%,1%,-3%,2,1%,-2%

# Some of the entries so far, bar-delimited.
smiles | NPC1 promoter act | BRCA1 expr up | ELG1 genotox | p53 reactivation | RORg inh | ELG1 repair inh | FLuc modulator | Tb PFK block | TRPV1 agonist | VP16 counter | Rab9 prom act
Cc1cc(O)c(NC(=O)c2cccc([N+](=O)[O-])c2)cc1C | 23% | 0% | ? | 6% | ? | ? | -15% | -6% | 12 | -14% | 18%
O=c1[nH]c(C2CCN(S(=O)(=O)c3ccc4c(c3)OCCO4)CC2)nc2c1nnn2Cc1ccc(F)cc1 | -3% | -35% | -6% | 0% | 6% | ? | 3% | -4% | -3 | -5% | -3%

# The list continues:
SMILES,NPC1 promoter act,BRCA1 expr up,ELG1 genotox,p53 reactivation,RORg inh,ELG1 repair inh,FLuc modulator,Tb PFK block,TRPV1 agonist,VP16 counter,Rab9 prom act
CCOc1ccc2nc(NC(=O)c3cc([N+](=O)[O-])ccc3N3CCOCC3)sc2c1,-6%,-7%,-15%,-2%,-41%,?,-9%,-3%,?,?,-9%
C/C(=N\NC(=O)c1cc(C2CC2)nc2ccccc12)c1ccc(O)cc1O,-34%[inhibitor],-58%,4%,?,16µM*,?,-9%,0%,-3,18µM*,-37%[inhibitor]
COc1cc(C2Nc3cccc4cccc(c34)N2)cc(OC)c1O,5%,7%,0%,-10%,?,?,?,8%,2,-16%,16%
CCCCOC(=O)c1ccc(NC(=O)c2c(Cl)ccc(Cl)c2OC)cc1,-3%,-9%,-7%,1%,38%,-20%,1%,-1%,6,?,-7%
O=C(CN1CCOCC1)N1CCN(c2nnc(-c3ccccc3)c3ccccc23)CC1,-2%,-31%,-8%,-7%,-2%,-4%,6%,2%,1,-2%,-6%
CCOc1ccc(NCc2nnc(SCc3ccccc3Cl)n2-c2ccccc2)cc1,0%,-33%,-6%,1%,7%,?,1%,4%,10,-9%,-7%
C#CCO[C@@H]1C[C@H](n2ccc(NC(=O)c3ccccc3)nc2=O)O[C@@H]1CO,2%,-5%,2%,0%,-13%,17%,2%,-2%,-1,-4%,-7%
CC(=O)N1CCc2cc(Br)cc(S(=O)(=O)NCCCN3CCCC(C)C3)c21 (stereo not given),1%,-4%,1%,2%,-14%,8%,4%,0%,-19,3%,-9%[1.84 µM]
C=CCn1ncc(OC)c(Cl)c1=O,0%,7%,3%,4%,3%,16%,0%,0%,-1,3%,2%
COc1ccccc1Cc1noc(COc2cccc(C)c2C)n1,-5%,9%,19%,15%,34%,-3%,-4%,18%,3,-2%,0%[1.84 µM]
Cn1c(SCc2c(Cl)cccc2Cl)nc(C(F)(F)F)cc1=O,1%,-20%,0%,-8%,13%,16%,2%,0%,2,9%,-1%
COc1cc(OC)cc(-c2c(-c3ccsc3)c3cc(Br)ccc3n2C)c1,0%,2%,1%,2%,·,-1%,0%,0%,-1,·,1%
O=C(NC1CCCCCC1)C1CCN(C(=O)c2ccc(Br)cc2)CC1,0%,-15%,-5%,-10%,19%,-12%,0%,-1%,-2,-5%,-6%
Cc1ccc(-c2ccc(=O)n(CC(=O)Nc3ccc4c(c3)OCCO4)n2)cc1,-6%,-13%,4%,-1%,-19%,-1%,-16%,5%,9,0%,-8%
O=C(CSc1nnnn1Cc1ccccc1)c1ccccc1,11%,13µM*,10%,20%,?,?,-17%,-9%,20,17%,?
Cc1c(C=O)c2ccccn2c1C(=O)c1ccc(Cl)c([N+](=O)[O-])c1,-1%,-59%,2%,-8%,0%,12%,5%,5%,0,3%,-3%
Cc1onc(-c2ccccc2)c1C(=O)NC1CCC(C)CC1 (stereo not given),1%,-15%,-4%,-6%,·,2%,4%,-1%,12,·,-6%
Cc1ccc(-n2c(C)cc(/C=c3/sc4nc5ccccc5n4c3=O)c2C)cc1,-22%,-57%,-1%,2%,?,?,1.2µM*,-2%,1,?,-28%
CCOC(=O)C1CCN(C(=O)CCN2C(=O)C3C4C=CC(C4)C3C2=O)CC1 (stereo not given),0%,4%,2%,6%,-26%,7%,1%,-1%,1,1%,2%
Cc1occc1-c1nnc(SCC(=O)c2ccc(Cl)cc2)n1C,-3%,-4%,4%,1%,1%,0%,-14%,10%,1,-1%,1%
Cc1c(NC(=O)/C(=C/c2cccs2)NC(=O)c2ccccc2)c(=O)n(-c2ccccc2)n1C,0%,-41%,2%,4%,-12%,9%,-5%,1%,-3,0%,0%
CN(C)c1ccc(NC(=O)CC2NCCNC2=O)cc1 (stereo not given),·,10%,·,·,-4%,·,0%,·,2,16%,·
COC(=O)c1ccccc1NC(=O)CN1C(=O)NC2(CCCCCCC2)C1=O,4%,-9%,1%,0%,·,3%,3%,0%,10,·,-4%
